High-throughput results (PubChem)
bIAP inhibitor = blocks bovine intestinal alkaline phosphatase activity. purified bovine IAP, CDP-star luminescence, 30 min. inhibition, % at 20 µM. 190,000 tested, under 10 active. AID 1019;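 active = over 50% inhibition of intestinal alkaline phosphatase at 20 µM in the single-dose screen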
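Assay system – bovine IAP enzyme · Quantity – bovine IAP at 1/65,000,000 final dilution · Detection – CDP-star luminescence signal · Times – 30 min reaction at room temperature · Also added – CDP-star substrate at 30 µM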
TR-FRET SRC-2 ct = counter-screen for PPARgamma SRC-2 recruitment agonists: TR-FRET artefact; 200,000 tested, 0.4% active; hits give high values; TR-FRET ratio at 8 µM; AID 1049; in the data active = TR-FRET ratio above about 2000; also: inactives centre near 1500
PPARg SRC-3 ag = agonists of human PPARgamma SRC-3 coactivator recruitment. P37231. biochemical PPARgamma/SRC-3 coactivator recruitment assay. activation, % at 8 µM. 200,000 tested, 0.26% active; in the data active = activation above about 23%;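 also: 0% = DMSO and 100% = reference agonist; some compounds past the cut are filed as inactive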
Target sequence (P37231 whole entry, looked up): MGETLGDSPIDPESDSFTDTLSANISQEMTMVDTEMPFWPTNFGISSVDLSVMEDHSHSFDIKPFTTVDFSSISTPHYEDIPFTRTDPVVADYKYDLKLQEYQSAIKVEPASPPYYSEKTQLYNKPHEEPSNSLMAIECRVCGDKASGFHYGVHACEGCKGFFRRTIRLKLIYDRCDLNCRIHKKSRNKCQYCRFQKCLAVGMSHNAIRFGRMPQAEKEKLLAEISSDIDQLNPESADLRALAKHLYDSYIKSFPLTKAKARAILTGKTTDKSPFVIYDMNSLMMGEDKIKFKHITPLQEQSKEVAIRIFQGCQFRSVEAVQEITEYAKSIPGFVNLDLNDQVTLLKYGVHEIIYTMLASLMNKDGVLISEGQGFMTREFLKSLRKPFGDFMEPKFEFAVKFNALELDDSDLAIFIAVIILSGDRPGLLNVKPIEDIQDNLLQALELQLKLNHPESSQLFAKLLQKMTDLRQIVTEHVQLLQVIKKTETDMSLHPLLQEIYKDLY
bIAP activator = intestinal alkaline phosphatase (bovine) activation; purified bovine IAP, CDP-star luminescence, 30 min; hits give high values; fold of DMSO-control signal, blank-subtracted; activation factor at 20 µM; 200,000 tested, 0.17% active; AID 1016;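 active = activation factor of 2 or more at 20 µM, a signal rise over negative controls twice the positive control's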
TNAP act hi DEA = TNAP (human) activation, high acceptor | P05186 | purified TNAP, CDP-star luminescence, 1 M DEA, 30 min; hits give high values; 0 = EDTA background, 1 = DMSO-only activity | activation factor at 20 µM | 200,000 tested, under 10 active | AID 1136;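 active = activation factor at least 2 at 20 µM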
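Dosing: 20 µM single point. System: human TNAP. Amount: TNAP 1/800 final. Incubation: 30 min, room temperature. Read-out: TNAP activation factor scaled between EDTA and DMSO control wells. Signal: luminescence from CDP-star hydrolysis. Medium: 1 M DEA, pH 9.8, Mg2+, Zn2+. Control set: EDTA negative control, DMSO positive control.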
PPARg SRC1 recr = agonists of human PPARgamma SRC-1 coactivator recruitment; P37231; PPARgamma-SRC-1 coactivator recruitment biochemical assay; activation, % at 8 µM; 200,000 tested, 0.41% active; AID 631; in the data active = activation above about 19%;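 also: 0% = DMSO and 100% = reference agonist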
STAT3 activator = STAT3 signaling activation. activation (% of control), % at 5.6 µM. U3A cells, IL-6 STAT3-luciferase reporter, luminescence; 100% = signal with IL-6 EC80 alone. 190,000 tested, 0.91% active. AID 871;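 active = activation above the screen-wide mean of compound activation plus 3 SD, cut at about 130% in these data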;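 also: 0% = background luminescence of wells with medium and substrate only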
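Material: human U3A cells carrying STAT3-luciferase construct. Measured by: reporter luminescence signal. Timing: compound 1 h, then IL-6 6 h at 37 °C.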
STAT1 blocker = STAT1 signaling inhibition | NIH 3T3 STAT1-luciferase reporter, IFN-gamma, luminescence | inhibition, % at 5.5 µM | 200,000 tested, 0.35% active | AID 920;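 active = inhibition above a set limit, the mean inhibition across all tested compounds plus 3 SD, cut at about 34% in these data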;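 also: 0% = IFN-gamma with DMSO and 100% = IFN-gamma with 300 µM nifuroxazide; values of inactives mirror those of a sister screen read the other way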
STAT3 blocker = reduces IL-6 driven STAT3 reporter signal; U3A cells, IL-6 STAT3-luciferase reporter, luminescence; host cell line lacks STAT1; inhibition, % at 5.5 µM; 190,000 tested, 0.89% active; AID 862;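 active = inhibition above the mean inhibition across all screened compounds plus 3 SD, cut at about 44% in these data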;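 also: 0% = DMSO only wells and 100% = 100 µM nifuroxazide control wells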
PPARg SRC-2 ag = promotes SRC-2 coactivator recruitment by human PPARgamma; PPARgamma LBD-SRC-2 recruitment, biochemical; P37231; activation, % at 8 µM; 200,000 tested, 0.34% active; in the data active = activation above about 22%;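 also: 0% = vehicle and 100% = reference agonist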
ROMK primary = modulates human ROMK potassium channel activity | B-score at 10 µM | P48048 | AID 1918 | Tet-inducible ROMK, thallium flux fluorescence; actives lie on both sides | 130,000 tested, 2% active;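 active = signal ratio slope over the read window, or its plate-corrected B-score, at least 3 SD from the plate mean, either direction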;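 also: B-score of the F/F0 ratio slope over 7 to 12 s after thallium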
Target sequence (P48048 whole entry, looked up): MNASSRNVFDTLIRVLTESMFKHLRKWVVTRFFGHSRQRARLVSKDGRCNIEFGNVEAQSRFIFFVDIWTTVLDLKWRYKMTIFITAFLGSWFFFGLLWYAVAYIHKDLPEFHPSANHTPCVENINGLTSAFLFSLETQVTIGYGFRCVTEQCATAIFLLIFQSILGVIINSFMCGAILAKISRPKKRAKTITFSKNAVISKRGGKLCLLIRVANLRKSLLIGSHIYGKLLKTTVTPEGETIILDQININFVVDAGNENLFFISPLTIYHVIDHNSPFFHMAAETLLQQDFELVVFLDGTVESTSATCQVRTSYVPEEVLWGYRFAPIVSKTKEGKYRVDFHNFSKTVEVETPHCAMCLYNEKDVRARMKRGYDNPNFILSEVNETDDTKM
Starred values were filed as active, the others as inactive; . = not tested or not shown. Not a hit list (roughly 3.7% active in at least one column).

Preview (14 entries):
SMILES	bIAP inhibitor	TR-FRET SRC-2 ct	PPARg SRC-3 ag	bIAP activator	TNAP act hi DEA	PPARg SRC1 recr	STAT3 activator	STAT1 blocker	STAT3 blocker	PPARg SRC-2 ag	ROMK primary
COc1ccc(-c2nnn(CCC(=O)O)n2)cc1	2	1583	9	1	1	4	97	1	9	10	0.64
O=C(CSc1ncn[nH]1)Nc1nnc(-c2ccccc2)s1	-30	1701	0	1.3	1	-1	97	-18	13	5	.
CC(C)CN1C(=O)/C(=C/c2ccco2)NC1=S	18	1415	-3	0.8	0.9	3	92	-6	13	6	0.58
CCOc1cc(NC(=S)N2CCC(C(N)=O)CC2)c(C(=O)OC)cc1OCC	6	1543	6	0.9	1	2	97	0	15	7	-0.37
COC(=O)CC1Oc2ccccc2N(Cc2ccccc2)C1=O (centres undefined)	4	1359	1	1	1	2	101	3	-1	4	.
CC(=NCc1cccnc1)C1=C(O)c2ccccc2C1=O	0	1655	12	1	1	3	92	-3	13	5	.
CCCCCC1CC(CC#CCN2CCOCC2)C(=O)O1 (centres undefined)	-6	1594	3	1.1	1	-5	95	0	10	-1	0.59
CC(=O)c1c(N2CCN(C)CC2)nc(=S)n(Cc2ccccc2)c1C	8	1363	3	0.9	1	5	108	14	-7	-5	.
COc1ccc(CNC(=O)/C=C/c2cc([N+](=O)[O-])ccc2OC(F)F)cc1OC	6	1596	17	0.9	1	-5	100	6	6	0	0.48
Cc1[nH]nc(SCC(=O)NCc2ccc(Cl)cc2)c1[N+](=O)[O-]	18	1644	2	0.8	1	0	94	4	7	3	-0.57
CC(C)CCNC(=O)CN(Cc1ccco1)C(=O)c1snc(C(N)=O)c1N	8	1511	9	0.9	1	6	99	-9	3	2	0.48
c1ccc(COc2ccccc2CNC2CCCC2)cc1	-2	1505	4	1	1.1	1	108	3	1	-1	0.12
COc1ccccc1NCC(O)COc1ccc(C(C)(C)C)cc1 (centres undefined)	-9	1456	-2	1.1	1.1	-5	107	-5	-6	-5	0.05
CC(=O)N1c2ccc3ccccc3c2C(C)CC12CCCCC2 (centres undefined)	11	1368	2	0.9	1.1	0	99	14	-2	5	-0.22

The list itself, from the start:
SMILES	bIAP inhibitor	TR-FRET SRC-2 ct	PPARg SRC-3 ag	bIAP activator	TNAP act hi DEA	PPARg SRC1 recr	STAT3 activator	STAT1 blocker	STAT3 blocker	PPARg SRC-2 ag	ROMK primary
COc1ccc(-c2nnn(CCC(=O)O)n2)cc1	2	1583	9	1	1	4	97	1	9	10	0.64
O=C(CSc1ncn[nH]1)Nc1nnc(-c2ccccc2)s1	-30	1701	0	1.3	1	-1	97	-18	13	5	.
CC(C)CN1C(=O)/C(=C/c2ccco2)NC1=S	18	1415	-3	0.8	0.9	3	92	-6	13	6	0.58
CCOc1cc(NC(=S)N2CCC(C(N)=O)CC2)c(C(=O)OC)cc1OCC	6	1543	6	0.9	1	2	97	0	15	7	-0.37
COC(=O)CC1Oc2ccccc2N(Cc2ccccc2)C1=O (centres undefined)	4	1359	1	1	1	2	101	3	-1	4	.
CC(=NCc1cccnc1)C1=C(O)c2ccccc2C1=O	0	1655	12	1	1	3	92	-3	13	5	.
CCCCCC1CC(CC#CCN2CCOCC2)C(=O)O1 (centres undefined)	-6	1594	3	1.1	1	-5	95	0	10	-1	0.59
CC(=O)c1c(N2CCN(C)CC2)nc(=S)n(Cc2ccccc2)c1C	8	1363	3	0.9	1	5	108	14	-7	-5	.
COc1ccc(CNC(=O)/C=C/c2cc([N+](=O)[O-])ccc2OC(F)F)cc1OC	6	1596	17	0.9	1	-5	100	6	6	0	0.48
Cc1[nH]nc(SCC(=O)NCc2ccc(Cl)cc2)c1[N+](=O)[O-]	18	1644	2	0.8	1	0	94	4	7	3	-0.57
CC(C)CCNC(=O)CN(Cc1ccco1)C(=O)c1snc(C(N)=O)c1N	8	1511	9	0.9	1	6	99	-9	3	2	0.48
c1ccc(COc2ccccc2CNC2CCCC2)cc1	-2	1505	4	1	1.1	1	108	3	1	-1	0.12
COc1ccccc1NCC(O)COc1ccc(C(C)(C)C)cc1 (centres undefined)	-9	1456	-2	1.1	1.1	-5	107	-5	-6	-5	0.05
CC(=O)N1c2ccc3ccccc3c2C(C)CC12CCCCC2 (centres undefined)	11	1368	2	0.9	1.1	0	99	14	-2	5	-0.22
CS(=O)(=O)c1ccc(C(=O)Nc2ccccc2N2CCOCC2)c(Cl)c1	-2	1482	2	1	1	3	100	3	2	8	1.1
CC1CCc2nc(/C(C#N)=C/c3ccncc3)sc2C1 (centres undefined)	-54	1645	6	1.5	1	6	90	-60	14	9	-0.76
O=C(CN1CCN(c2ccccc2)CC1)Nc1cccc([N+](=O)[O-])c1	-2	1677	-1	1	1	3	105	8	2	1	-0.79
COc1ccc(/C=C/C(O)=C2/C(=O)N(C)C3(C)CC2c2ccccc2O3)cc1 (centres undefined)	9	1552	10	0.9	1	7	117	9	-20	11	-0.9
CCCCOC(=O)c1ccc(NC(=O)C(=O)NCC2CCCO2)cc1 (centres undefined)	0	1565	-6	1	1.1	-7	100	4	7	0	.
Oc1ccccc1CNc1cnc2ccccc2c1	3	1535	17	1	1	-3	85	-6	21	7	-2.5
CCc1ccc(NC(=O)C(NS(=O)(=O)c2cccc3nsnc23)c2ccccc2)cc1 (centres undefined)	25	1580	3	0.8	1	2	111	10	-3	-2	-1.7
ClC1(Cl)CC1Cn1cnc2ccccc21 (centres undefined)	2	1435	-2	1	1	-2	98	3	8	-4	.
COc1ccc(CCNC(=O)CCC(=O)Nc2ccc3nc(N4CCN(C)CC4)cc(C)c3c2)cc1OC	-2	1741	1	1	1.1	13	100	-3	8	-7	0.013
CC12CCC(C(=O)N(NC(=O)c3ccc(O)cc3)C1=O)C2(C)C (centres undefined)	0	1413	2	1	1	0	101	-6	6	-6	-0.24
COc1cccc(-c2nc(NC(C)C)c3ccccc3n2)c1O	14	1394	8	0.9	1	2	134*	2	-34	4	-0.29
CCc1nnc(NC(=O)CCc2c[nH]c3ccccc23)s1	-5	1453	4	1	1	-3	120	-2	-26	13	0.0064
COc1ccccc1-c1nc(C#N)c(N2CCN(c3cccc(Cl)c3)CC2)o1	12	1517	2	0.9	1.1	4	106	-4	-4	10	-0.27
O=C1CCC/C(=N\NC(=O)c2ccc(COc3ccccc3-c3ccccc3)cc2)C1	-25	1474	1	1.3	1	2	111	5	-8	3	-5.5*
COc1cc(NC(=O)C2CC2)c(OC)cc1NC(=O)CCC(=O)NC1CCN(Cc2ccccc2)CC1	-18	1534	-2	1.2	1.1	2	105	8	1	-10	-0.86
CCOCCCNC(=O)C1CCC(CNS(=O)(=O)c2ccc(Cl)cc2)CC1 (centres undefined)	-9	1433	-5	1.1	1	-1	94	1	14	4	0.057
CCC(CC)C(=O)N1CCN(Cc2nc3ccccc3c(=O)[nH]2)CC1	-6	1664	-3	1.1	1	2	103	-4	3	5	-0.82
COc1ccc(C(=O)CSc2nnc3ccc(-c4ccccn4)nn23)cc1	3	1347	-1	1	0.9	-5	91	1	21	-6	0.48
O=C(O)c1cc2cc(F)ccc2[nH]1	8	1356	2	0.9	1	0	106	-2	-4	2	.
O=C(/C=C1\SC(=O)N(CC(=O)Nc2ccc(F)cc2)C1=O)Nc1ccc(Cl)cc1	6	1629	3	0.9	1	4	95	-12	6	-4	0.18
COc1ccc(N2CCN(C(=O)CSc3nnc4c5cc(C)ccc5n(C)c4n3)CC2)cc1	7	1541	4	0.9	1	1	121	-2	-17	4	0.16
N#Cc1c(N)n(CCc2ccc(F)cc2)c2nc3ccccc3nc12	12	1622	0	0.9	1.1	-4	81	-14	27	9	0.004
CC(C)(C)c1nnc(N/N=C/c2cc(Br)ccc2O)n(N)c1=O	8	1438	-1	0.9	1	0	90	-16	14	-7	-0.63
O=C(CCCOc1ccc(Cl)cc1Cl)N1CCN(c2ccccn2)CC1	-6	1581	-1	1.1	1.1	-1	103	-1	3	3	.
Cc1ccc(-n2nc3c(c2NC(=O)C(C)(C)C)CSC3)c(C)c1	4	1771	7	1	1	13	98	1	5	-1	.
O=C(N/N=C/c1c[nH]c2ccccc12)c1cc(-c2cccc3ccccc23)n[nH]1	16	1704	2	0.8	1	-4	107	-25	-8	-2	.
O=C(OCC(=O)c1c[nH]c2ccccc12)c1ccc(Br)o1	30	1555	2	0.7	1	0	116	1	-22	1	-1
COc1ccc(C2CC(c3ccc(Cl)cc3)n3nc(N)nc3N2)cc1 (centres undefined)	11	1359	-2	0.9	1.1	1	97	1	9	4	.
COc1ccc(N(C(=O)CNC(=O)c2cccs2)C(C(=O)NCC2CCCO2)c2ccccc2)cc1OC (centres undefined)	-2	1562	2	1	1	8	98	4	5	1	.
COc1ccccc1NS(=O)(=O)c1ccc(O)c(C(N)=O)c1	7	1625	-6	0.9	1	4	95	5	8	3	.
Cn1c(C(=O)N2CCCC(C(=O)c3ccc(C(F)(F)F)cc3)C2)cc(=O)n(C)c1=O (centres undefined)	3	1570	5	1	1	4	111	-3	-6	-1	-0.067
CC1CN(C(=O)CN2C(=O)NC3(CCCCCCC3)C2=O)CC(C)O1 (centres undefined)	-1	1466	-5	1	1.1	13	109	-1	-6	5	.
COc1cc(OC)c2c(C)cc(=O)oc2c1	2	1482	-3	1	1.1	-7	89	-5	19	-3	.
COCc1c(C(=O)Nc2ccc(Cl)cc2F)oc2ccccc12	7	1587	1	0.9	1	1	113	-26	-14	-3	0.14
COc1cc(CNC(=O)c2nc(Cn3nc(C)c(Br)c3C)no2)cc(OC)c1	-12	1528	6	1.1	1	10	100	0	5	-1	-1.1
